Assay outcomes from PubChem BioAssay.
Bfl-1 Bim block: human Bim-Bfl-1 interaction inhibition. actives 0.12% (n = 190,000). inhibition, % at 10 µM. Q16548. Bead-based flow cytometry, Bim-Bfl-1 binding inhibition;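 also: 0% = wells without compound plus tracer and 100% = blocker peptide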
Bim-Bcl-B: disrupts Bim peptide binding to human Bcl-B; Q9HD36; bead-based flow cytometry; inhibition, % at 10 µM; actives 0.073% (n = 190,000);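 also: 0% = tracer peptide without compound and 100% = reference inhibitor peptide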
RGS4-Gao reg: modulates binding of RGS4 to human Galphao. Multiplexed bead flow cytometry; actives lie on both sides. binding response (% of control), % at 10 µM. actives 0.33% (n = 220,000). AID 1415; in the data active = binding response below about 49% or above about 150%; inactive = in between;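 also: fluorescent Galphao activated with aluminum fluoride binding bead-coupled RGS4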
Target sequence (P09471 whole entry, looked up): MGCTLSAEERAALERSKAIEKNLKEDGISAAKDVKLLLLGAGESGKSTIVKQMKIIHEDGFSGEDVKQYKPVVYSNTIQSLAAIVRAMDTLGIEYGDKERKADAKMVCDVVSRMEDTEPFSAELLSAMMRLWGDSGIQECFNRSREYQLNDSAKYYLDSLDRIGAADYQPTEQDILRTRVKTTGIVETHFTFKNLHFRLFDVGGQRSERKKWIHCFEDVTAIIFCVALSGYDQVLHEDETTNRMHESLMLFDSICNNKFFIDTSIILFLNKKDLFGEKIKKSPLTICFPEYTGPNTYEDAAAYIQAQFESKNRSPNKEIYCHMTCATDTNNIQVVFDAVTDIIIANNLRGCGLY
Bim-Bcl-2: inhibitors of Bim-Bcl-2 interaction, human; P10415; Bead-based flow cytometry, Bim peptide-Bcl-2 binding; inhibition, % at 10 µM; actives 0.06% (n = 190,000); AID 950; in the data active = inhibition above about 40%; inconclusive = no clear call, values can overlap the other calls;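 also: 0% = no compound wells with probe peptide and 100% = reference peptide inhibitor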
Target sequence (P10415 whole entry, looked up): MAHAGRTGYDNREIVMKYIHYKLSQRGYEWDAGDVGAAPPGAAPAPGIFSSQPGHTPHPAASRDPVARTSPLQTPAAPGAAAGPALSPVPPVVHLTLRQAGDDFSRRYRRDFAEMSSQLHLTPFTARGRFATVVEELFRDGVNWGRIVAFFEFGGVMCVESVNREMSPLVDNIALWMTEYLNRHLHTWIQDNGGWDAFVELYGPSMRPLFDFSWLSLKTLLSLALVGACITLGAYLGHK
ABCB1 inh: human ABCB1 inhibition, ABCG2 as counter-screen; inhibition, % at 6.6 µM; P08183; CCRF-Adr cells, JC-1 efflux, flow cytometry; actives 0.067% (n = 190,000); in the data active = inhibition above about 40%;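 also: 0% = vehicle and 100% = reference inhibitor; higher value means more JC-1 retained so stronger ABCB1 efflux block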
RGS7-Gao: regulators of human RGS7-Galphao interaction; P09471; Multiplexed bead flow cytometry, RGS7-Galphao binding; actives lie on both sides; binding response (% of control), % at 10 µM; actives 0.35% (n = 220,000); AID 1439; in the data active = binding response below about 49% or above about 150%; inconclusive = no clear call, values can overlap the other calls; inactive = in between;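 also: fluorescent Galphao held in activated GDP-AlF4 state binding bead-coupled RGS7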
Avidin fluor: compound fluoresces at 488/530 nm on avidin beads; compound fluorescence 488/530 nm, flow cytometry; hits give high values; fluorescence (KMESF) at 10 µM; actives 0.38% (n = 220,000); in the data active = fluorescence above about 47; also: inactives centre near 10
Bcl-XL Bim block: human Bim-Bcl-XL interaction inhibition. Q07817. Bim peptide-Bcl-XL binding, bead flow cytometry, fluorescence. inhibition, % at 10 µM. actives 0.04% (n = 190,000). AID 1007
Target sequence (Q07817 whole entry, looked up): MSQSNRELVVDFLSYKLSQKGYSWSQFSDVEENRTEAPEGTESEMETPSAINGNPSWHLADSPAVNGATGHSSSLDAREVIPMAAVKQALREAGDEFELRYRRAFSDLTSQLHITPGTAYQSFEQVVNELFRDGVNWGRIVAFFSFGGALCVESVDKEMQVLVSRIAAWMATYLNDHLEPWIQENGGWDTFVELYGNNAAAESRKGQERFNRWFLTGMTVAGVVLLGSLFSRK
GSH bead fluor: GSH bead compound fluorescence profile; GSH beads flow cytometry, compound fluorescence 488/530 nm; hits give high values; fluorescence (KMESF) at 10 µM; actives 0.25% (n = 190,000); in the data active = fluorescence above about 89;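 also: glutathione beads carrying GST-tagged Bcl family fusion proteins plus one bare bead set; values are compound well signal with DMSO vehicle wells as background; inactives centre near 16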
ABCG2 inh: blocks JC-1 efflux by human ABCG2 transporter; IgMXP3 cells, flow cytometry; AID 1325; Q9UNQ0; inhibition, % at 6.6 µM; actives 0.1% (n = 190,000);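 active = inhibition above 80%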;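 also: 0% = DMSO and 100% = nicardipine control wells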
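Assay system – ABCG2 IgMXP3 and barcoded ABCB1 CCRF-Adr cell mix · Input – 3 million cells/mL in well · Reagent – JC-1 fluorescent substrate · Compound – single test compound dose, 6.6 µM final · Timing – 10 min exposure at 25 °C with rotation, no wash · Detection – flow cytometry of retained JC-1 fluorescence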
Bcl-W Bim block: human Bim-Bcl-W interaction inhibition; Q92843; actives 0.02% (n = 190,000); bead-based flow cytometry, Bim peptide-Bcl-W binding; AID 952; inhibition, % at 10 µM;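 also: 0% = bound tracer without compound and 100% = peptide blocker; higher means less fluorescent Bim peptide bound to Bcl-W beads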
Target sequence (Q92843 whole entry, looked up): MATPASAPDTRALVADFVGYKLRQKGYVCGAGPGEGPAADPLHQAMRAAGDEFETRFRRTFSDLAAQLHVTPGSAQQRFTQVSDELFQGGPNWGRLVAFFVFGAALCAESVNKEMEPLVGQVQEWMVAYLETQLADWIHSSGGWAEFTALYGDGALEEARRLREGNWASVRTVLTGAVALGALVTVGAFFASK
* hit, by the source's call; ? = inconclusive; . = no result given. Rule as the data show it, unless noted: active = inhibition above about 40%.

The line under a structure holds: Bfl-1 Bim block	Bim-Bcl-B	RGS4-Gao reg	Bim-Bcl-2	ABCB1 inh	RGS7-Gao	Avidin fluor	Bcl-XL Bim block	GSH bead fluor	ABCG2 inh	Bcl-W Bim block
C[C@@H](C(=O)NCc1ccc(S(C)(=O)=O)cc1)[C@H]1C[C@]1(C)[C@H](NC(=O)OCc1ccccc1)c1ccccc1
  0.0	-5.0	101.8	-3.0	0.2	101.9	11	-4.0	18	0.0	-1.0
CCOc1ccc(C(F)(F)F)cc1NC(C)=O
  -1.0	-1.0	103.5	-2.0	1.0	100.7	11	-3.0	22	3.6	-2.0
Cc1ccc(-n2c(C)cc(C(=O)CSc3nnnn3C)c2C)cc1
  -13.0	-9.0	100.0	-7.0	1.9	100.2	14	3.0	24	13.2	1.0
Cc1nnc2c3ccccc3c(-c3ccc(O)cc3)nn12
  -12.0	-1.0	103.3	-6.0	-0.8	102.2	17	0.0	28	35.6	4.0
Cc1cccc(C2=N/C(=C\c3cccs3)C(=O)O2)c1
  -1.0	-4.0	97.4	-4.0	-0.6	95.3	4	-6.0	12	4.2	-1.0
CC(C)CN(CC(C)C)C(=O)Cc1coc2ccc3ccccc3c12
  -2.0	-2.0	99.2	-7.0	1.2	100.3	36	-2.0	17	6.8	-4.0
CC1(C)CC(=O)C(C=NCCCn2ccnc2)=C(O)C1
  -11.0	-5.0	102.2	-5.0	0.1	96.2	10	-10.0	50	1.9	2.0
O=C(CNC(=O)c1cccs1)OCC(=O)c1ccc(Cl)cc1
  -5.0	-3.0	104.8	2.0	0.0	108.2	18	-3.0	12	1.6	0.0
Cc1ccc(-c2csc3ncnc(SCc4ccc(C(=O)O)cc4)c23)cc1
  -7.0	-3.0	104.0	0.0	-0.3	103.5	2	-2.0	8	0.3	-2.0
Cc1cc(C)c(C(=O)/C=C/c2ccc3c(c2)OCO3)c(=O)[nH]1
  -5.0	-4.0	85.7	-2.0	0.1	79.5	12	0.0	33	0.0	1.0
COc1ccc(/C=C/C(=O)N/C(=C\c2ccco2)C(=O)NCCc2nc3ccccc3[nH]2)cc1
  -9.0	-13.0	102.2	-7.0	-0.3	104.1	17	-19.0	19	1.1	-6.0
CCOC(=O)N/N=C(\c1ccccc1)C(O)c1ccccc1 (stereo not given)
  -4.0	-1.0	102.6	2.0	-0.3	101.2	10	0.0	27	-0.8	0.0
O=C(Nc1ccccc1)c1cc(Cl)nc2ccccc12
  -5.0	-2.0	105.3	-6.0	.	107.8	21	0.0	8	8.8	-1.0
CNC(=O)NC(=O)COC(=O)CCc1nc(=O)c2ccccc2n1C
  -2.0	-5.0	101.3	-4.0	0.3	96.2	11	-1.0	14	1.7	0.0
Cc1ccc(Cl)cc1N1CCN(Cc2nc3c(c(=O)[nH]c(=O)n3C)n2CCc2ccccc2)CC1
  -1.0	-4.0	104.4	5.0	2.0	98.4	22	-2.0	18	2.7	-3.0
O=C(NCc1cccs1)C1CCCCC1
  -12.0	-5.0	99.1	-8.0	0.4	103.8	12	0.0	14	0.3	1.0
N#Cc1ccc(-c2nc3cc(C#N)c(C#N)cc3nc2-c2ccccc2)cc1C#N
  0.0	-7.0	99.3	2.0	8.3	99.5	9	-1.0	12	2.1	0.0
C=CCSc1ccsc1C(=O)O
  -8.0	-9.0	106.0	-4.0	0.0	98.7	11	2.0	38	0.6	3.0
N#C/C(=C\Nc1ccc2cn[nH]c2c1)c1nc(-c2ccccc2)cs1
  7.0	-5.0	99.7	0.0	0.6	100.4	12	-1.0	7	-1.0	-3.0
COCCCNC(=S)N1CCN(C(=O)C(=O)Nc2ccc(C(=O)OC)cc2)CC1
  0.0	-2.0	104.7	0.0	0.5	103.1	13	-2.0	5	5.5	1.0
Cc1ccc(NC(=O)CSc2nnc(Cc3cccn3C)n2-c2ccc(F)cc2)c(C)c1
  -12.0	-6.0	99.8	-10.0	0.5	99.6	7	-5.0	13	1.7	-3.0
Cc1cccc(-n2nc(C)c3c(C(=O)O)cc(-c4cccs4)nc32)c1
  -2.0	1.0	101.7	0.0	-0.9	99.3	13	1.0	11	-2.6	-2.0
CC(C)N1CCNCC1
  -5.0	-4.0	101.7	-1.0	0.3	103.9	13	-1.0	12	-1.7	-2.0
COc1cc(NC(=O)Cn2c(=O)n(-c3cccc(C)c3)c(=O)c3c(C)c(C)sc32)cc(OC)c1
  -2.0	-4.0	103.5	-3.0	0.0	106.4	4	-4.0	4	-1.4	-2.0
CCOC(=O)c1cnc2c(Cl)cccc2c1NCCN1CCOCC1
  -1.0	-3.0	98.8	-4.0	5.7	101.7	1	-2.0	7	8.2	1.0
Cn1c(CN2CCOCC2)nc2cc(NC(=O)COc3ccc([N+](=O)[O-])cc3)ccc21
  -3.0	0.0	97.6	1.0	0.7	?	9	-2.0	21	12.4	0.0
O=[N+]([O-])c1ccc(Cl)c(C2Nc3cccc4cccc(c34)N2)c1
  -13.0	-5.0	98.4	-6.0	-0.6	99.6	11	0.0	34	-0.2	0.0
Cc1ccc(NC(=O)c2ccc(C(C)(C)C)cc2)cc1[N+](=O)[O-]
  -2.0	-5.0	100.9	-2.0	0.6	103.2	17	-6.0	10	19.1	-1.0
Cc1ccc(OCCCC(=O)Nc2ccc(S(N)(=O)=O)cc2)cc1
  -1.0	-4.0	103.2	-3.0	-0.3	106.2	.	-3.0	10	-0.2	0.0
CCN(CC)C(=O)Cn1cnc([N+](=O)[O-])n1
  0.0	0.0	98.2	0.0	0.5	99.6	5	0.0	26	1.2	-2.0
OC1CCN(C(c2ccc3ncccc3c2)c2nnnn2C2CCCCC2)CC1 (stereo not given)
  -12.0	-7.0	100.1	-4.0	1.6	102.8	5	0.0	15	2.4	0.0
O=c1cnn(-c2ccc(Cl)cc2Cl)c(-c2ccccc2)c1
  -3.0	-6.0	106.5	-1.0	0.2	104.7	14	-3.0	13	0.7	-2.0
CCCCCN(C(=O)NC(=O)NC(C)CC)S(C)(=O)=O (stereo not given)
  -2.0	-4.0	102.2	-4.0	0.2	100.3	12	-7.0	30	3.9	-4.0
CCCCP(=O)(CCCC)Cc1ccccc1O
  -1.0	-4.0	104.4	-5.0	0.5	105.0	39	-2.0	12	1.2	-2.0
OCCN(Cc1ccccc1)Cc1cccc(F)c1
  -13.0	-7.0	97.4	-9.0	-0.4	92.1	13	-5.0	35	-3.8	0.0
COc1ccc(-c2noc(CN(C(=O)C(C)(C)C)C(C)C)n2)cc1
  -10.0	-7.0	99.5	-8.0	-3.0	103.4	10	-5.0	11	-4.9	1.0
CCS(=O)(=O)N1Cc2ccccc2CC1C(=O)Nc1ccc(OC)cc1 (stereo not given)
  4.0	3.0	100.0	7.0	0.1	99.0	10	3.0	9	0.2	2.0
C=C(C)c1cccc(C(C)(C)NC(=O)NCCN(CC)CC)c1
  -4.0	-2.0	99.7	-1.0	0.6	?	9	0.0	14	2.4	0.0
Nn1c(Cc2ccc(F)cc2)n[nH]c1=S
  -1.0	-25.0	100.5	-5.0	0.8	?	12	-5.0	9	2.2	-2.0
COC(=O)C1=C(C(=O)OC)C2(OC1c1cccc(F)c1)C(=O)c1ccccc1C2=O (stereo not given)
  -12.0	-5.0	91.6	-7.0	0.0	93.8	6	-5.0	15	0.0	0.0
COCCn1c(SCC(=O)c2cc(C)n(C)c2C)nc2ccccc2c1=O
  6.0	2.0	102.8	0.0	1.7	103.5	8	-4.0	12	6.9	-2.0
Cc1noc(C)c1CSc1ncnc2sc3c(c12)CCC(C)C3 (stereo not given)
  0.0	-6.0	100.5	0.0	-1.2	97.2	4	-3.0	13	1.8	-2.0
O=C1CC(c2cc([N+](=O)[O-])ccc2Cl)c2c(ccc3ccccc23)N1 (stereo not given)
  -16.0	-7.0	98.2	-8.0	0.3	99.5	14	-9.0	20	0.7	-9.0
CC(C)C(=O)N1CCC(c2nc(-c3ccc(S(=O)(=O)N4CCN(C)CC4)cc3)no2)CC1
  -4.0	0.0	104.8	-2.0	0.5	105.2	23	-1.0	12	0.9	-1.0
Cc1nn(C)c(C)c1S(=O)(=O)N1CCC(C(=O)NCC2COc3ccccc3O2)CC1 (stereo not given)
  -12.0	-8.0	102.4	-11.0	-2.6	104.0	7	-6.0	25	-3.2	2.0
O=C(NC(=S)Nc1ccc2[nH]ncc2c1)c1ccccc1
  0.0	-1.0	99.7	-1.0	0.0	96.7	15	-4.0	21	0.0	-2.0
CC1(C(=O)O)CCC(C(=O)NC2CCCCC2)C1(C)C (stereo not given)
  -12.0	-11.0	104.1	-8.0	0.3	102.0	6	-12.0	30	0.4	1.0
O=C(Nc1ccccc1)N1CCCC(CNS(=O)(=O)Cc2ccccc2)C1 (stereo not given)
  -5.0	-1.0	95.9	0.0	0.0	107.0	9	-1.0	25	1.6	1.0
Cc1nn(-c2ccccc2)c(C)c1C(=O)OCC(=O)Nc1ccc2c(c1)OCO2
  -14.0	-10.0	103.6	-13.0	0.6	103.1	11	-3.0	28	3.8	-1.0
Cc1cc(C)c2cc(CN(CC3CCCO3)S(=O)(=O)c3ccc4c(c3)OCCO4)c(=O)[nH]c2c1 (stereo not given)
  0.0	1.0	100.6	0.0	1.3	100.1	7	0.0	15	6.0	-1.0
Cc1cc(O)c(C(C)C)cc1N=C1CSC(=O)N1
  1.0	-1.0	85.8	-1.0	0.0	94.9	16	0.0	16	0.1	0.0
Cc1ccsc1C(=O)OCC(=O)Nc1c(Cl)cccc1C(F)(F)F
  -1.0	-4.0	101.6	2.0	0.0	100.3	3	-4.0	11	10.2	1.0
CC(/C=N/n1c(-c2ccco2)n[nH]c1=S)=C\c1ccccc1
  -2.0	-42.0	101.8	-4.0	-1.5	105.5	14	-5.0	13	-10.6	-8.0
Cc1nnc(SCc2nc(N)nc(Nc3ccccc3)n2)s1
  4.0	3.0	96.2	0.0	0.2	93.3	2	6.0	13	1.7	4.0

Rewritten comma-delimited: entries from further up
compound,Bfl-1 Bim block,Bim-Bcl-B,RGS4-Gao reg,Bim-Bcl-2,ABCB1 inh,RGS7-Gao,Avidin fluor,Bcl-XL Bim block,GSH bead fluor,ABCG2 inh,Bcl-W Bim block
Nn1c(Cc2ccc(F)cc2)n[nH]c1=S,-1.0,-25.0,100.5,-5.0,0.8,?,12,-5.0,9,2.2,-2.0
COC(=O)C1=C(C(=O)OC)C2(OC1c1cccc(F)c1)C(=O)c1ccccc1C2=O (stereo not given),-12.0,-5.0,91.6,-7.0,0.0,93.8,6,-5.0,15,0.0,0.0
COc1cc(NC(=O)Cn2c(=O)n(-c3cccc(C)c3)c(=O)c3c(C)c(C)sc32)cc(OC)c1,-2.0,-4.0,103.5,-3.0,0.0,106.4,4,-4.0,4,-1.4,-2.0
O=C(Nc1ccccc1)N1CCCC(CNS(=O)(=O)Cc2ccccc2)C1 (stereo not given),-5.0,-1.0,95.9,0.0,0.0,107.0,9,-1.0,25,1.6,1.0

An excerpt from above in order of their number in Bfl-1 Bim block, descending.
Molecule	Bfl-1 Bim block	Bim-Bcl-B	RGS4-Gao reg	Bim-Bcl-2	RGS7-Gao	Avidin fluor	Bcl-XL Bim block	GSH bead fluor	ABCG2 inh	Bcl-W Bim block
Cc1nnc(SCc2nc(N)nc(Nc3ccccc3)n2)s1	4.0	3.0	96.2	0.0	93.3	2	6.0	13	1.7	4.0
Cc1cc(C)c2cc(CN(CC3CCCO3)S(=O)(=O)c3ccc4c(c3)OCCO4)c(=O)[nH]c2c1 (stereo not given)	0.0	1.0	100.6	0.0	100.1	7	0.0	15	6.0	-1.0
O=C(Nc1ccccc1)N1CCCC(CNS(=O)(=O)Cc2ccccc2)C1 (stereo not given)	-5.0	-1.0	95.9	0.0	107.0	9	-1.0	25	1.6	1.0
